# H37Rv inhibition = M. tuberculosis growth inhibition, HTS (AID 449762); inhibition, % at 25 µM, or IC50 in µM where a hit was titrated; actives 0.59% (n = 330,000); M. tuberculosis H37Rv growth inhibition, 7H9 media; higher % means a stronger effect; in the data active means a potency from the dose series; inconclusive means inhibition above about 70% without an active follow-up result;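 further: bacterial growth assessed after seven days of incubation; strong numbers were not always called active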
# influenza NS1A = NS1A inhibition, H1N1 influenza, cell based functional assay (AID 504329); NS1A functional cell-based assay, percent inhibition; higher % means a stronger effect; inhibition, % at 12.5 µM, or IC50 in µM where a hit was titrated; actives 0.3% (n = 340,000); in the data active means a potency from the dose series; inconclusive means inhibition above about 27% without an active follow-up result; further: strong numbers were not always called active
# inhibitors of VEEV = inhibitors of VEEV TC-83 cytopathic effect, confirmation, Vero cells (AID 588727). Vero cells, VEEV TC-83 cytopathic effect inhibition; higher % means a stronger effect. inhibition, % at 20 µM, or IC50 in µM where a hit was titrated. actives 0.13% (n = 350,000); in the data active means a potency from the dose series; inconclusive means inhibition mostly from about 14% at the one dose, without a potency; inactive means the rest, 99 in 100 with inhibition below about 12%; further: strong numbers were not always called active
# PhoP GFP inhibition = PhoP regulon inhibitors, Salmonella typhi PhoP promoter GFP reporter, confirmatory (AID 1850) | actives 0.33% (n = 310,000) | inhibition, % at 50 µM, or IC50 in µM where a hit was titrated | Salmonella Typhi PhoP-promoter GFP reporter, fluorescence, 4 h; higher % means a stronger effect; in the data active means a potency from the dose series; inconclusive means inhibition mostly from about 25% at the one dose, without a potency; inactive means the rest, 99 in 100 with inhibition below about 19%;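 further: 0% = induced wells with vehicle and 100% = uninduced wells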
# tuberculosis growth = growth inhibition of non-replicating M. tuberculosis (AID 488890) | Mycobacterium tuberculosis non-replicating, growth inhibition; higher % means a stronger effect | one-dose inhibition, % at 25 µM; IC50 in µM for titrated hits | actives 0.39% (n = 320,000); in the data active means a potency from the dose series; inconclusive means inhibition mostly from about 82% at the one dose, without a potency; inactive means the rest, 99 in 100 with inhibition below about 76%;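 further: plate controls were DMSO cells for no effect and high antibiotic wells for full effect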
# inhibitors of VEEV 10K pilot screen = also measured in inhibitors of VEEV; calls as there; inhibition, %; measured here: 10K pilot screen inhibition
# Numbers without * were called inactive; i = inactive; ? = inconclusive; . = no result given. Hits appear at their usual frequency (roughly 1.4% active in at least one column).
SMILES,H37Rv inhibition,influenza NS1A,inhibitors of VEEV,PhoP GFP inhibition,tuberculosis growth,others
O=C1CC(C(=O)N2CCC(N3CCC(C(=O)NC4CC4)CC3)CC2)c2ccccc21 (stereo not given),1%,-3%,0.5%,5%,1%,
CCC1(c2ccccc2)NC(=O)N(C)C1=O (stereo not given),15%,4%,i,-10%,1%,
O=C(O)CSCC(=O)N1CCN(c2nc3cc(Cl)ccc3s2)CC1,-5%,-22%,i,-1%,-11%,
CCCCn1c(=O)[nH]c(=O)c2c1nc(-c1cc(Br)c(OCC)c(OC)c1)n2C,-1%,0%,3.8%,12%,4%,
Cc1cccc(CC(=O)Nc2sc(C(C)C)cc2C(=O)N2CCOCC2)c1,-16%,-10%,7.1%,0%,11%,
O=C(CSc1ccccc1)Nc1ccc(NC(=O)c2ccco2)cc1,-4%,-3%,i,2%,40%,
Cc1ccc(-n2nnnc2CNC(=O)c2ccc3c(c2)OCO3)cc1C,-1%,-3%,0.3%,1%,-7%,
CCCCN=c1scc(-c2ccc3c(c2)NC(=O)CO3)n1N=C1CCCC1,-2%,18%,i,-2%,34%,
Cc1ccc(CSc2ncn(-c3ccccc3)n2)cc1,-3%,-4%,2.8%,6%,67%,
CC(Oc1ccccc1)C(=O)N1CCC2(CC1)CC(=O)c1ccccc1O2 (stereo not given),3%,4%,3.8%,3%,1%,
CCOC(=O)C1=C(C)N=c2s/c(=C\c3ccc(C(=O)O)cc3)c(=O)n2C1c1ccc(OC)cc1OC (stereo not given),6%,2%,0.8%,-3%,-4%,
CCc1ccc(NC(=O)CSc2nc3ncc(Br)cc3[nH]2)cc1,50%,-6%,i,7%,27%,
COc1ccc(O)c(C(=O)c2cnn(C(=O)c3cccc(S(=O)(=O)N(C)C)c3)c2)c1,3%,-22%,1.6%,.,9%,
CCOC(=O)c1ccc(NS(=O)C23CC4CC(CC(C4)C2)C3)cc1 (stereo not given),?,-4%,i,5%,?,
O=C(Nc1ccc(N2CCCC2)cc1)c1cc([N+](=O)[O-])ccc1N1CCOCC1,-1%,-11%,4.0%,20%,5%,

# Overlap with the part before: 2 compounds, followed by the next part.
SMILES,H37Rv inhibition,influenza NS1A,inhibitors of VEEV,PhoP GFP inhibition,tuberculosis growth,others
CCOC(=O)c1ccc(NS(=O)C23CC4CC(CC(C4)C2)C3)cc1 (stereo not given),?,-4%,i,5%,?,
O=C(Nc1ccc(N2CCCC2)cc1)c1cc([N+](=O)[O-])ccc1N1CCOCC1,-1%,-11%,4.0%,20%,5%,
Cc1ccc(C(=O)CCCn2nnc(-c3cccnc3)n2)cc1C,4%,-6%,6.9%,-13%,8%,
O=C(COc1ccc(F)cc1)N1CCC(Cc2ccccc2)CC1,5%,-7%,5.6%,-5%,65%,
CCOC(=O)/C(C#N)=N/Nc1ccccc1C(=O)O,7%,-12%,1.3%,6%,25%,
C[C@@H](C(=O)NCCc1c[nH]c2ccccc12)[C@H]1C[C@]1(C)[C@H](NC(=O)OCc1ccccc1)c1ccccc1,3%,1%,1.2%,-1%,22%,
COc1ccc(OCC(=O)NC2CCSc3ccccc32)cc1 (stereo not given),-11%,-13%,1.3%,.,-5%,
O=C(CN1CCC(C(=O)c2ccc(F)cc2)CC1)NCc1ccccc1F,-1%,-1%,i,-30%,14%,
COc1ccc(CCN2CC(C(=O)NCCc3cccc(F)c3)CCC2=O)cc1 (stereo not given),.,-1%,1.1%,.,.,
N#C[C@@H]1[C@@H]2C(=O)N(c3ccc4c(c3)OCCO4)C(=O)[C@@H]2C2c3ccccc3C=CN21 (stereo not given in full),-7%,.,.,7%,9%,
Cc1c(C(=O)N2CCC(C)CC2)sc2ncnc(N3CCN(c4ccccc4)CC3)c12,.,14%,i,.,.,
CCN(CC)C(=O)c1ccc(-c2nnc(Nc3ccc(O)cc3)c3ccccc23)cc1,2%,0%,8.3%,3%,16%,
CN(C(=O)OCc1ccccc1)C(CC(N)=O)C(=O)O (stereo not given),-6%,3%,0.4%,1%,34%,
CCn1c(P(C)(=O)O)nc2ccccc21,2%,4%,i,0%,-9%,
C/C(=N\N)c1c(-c2ccccc2)c2cc(C)ccc2[nH]c1=O,-3%,-8%,0.8%,6%,7%,
O=C(CCNc1ccccc1)c1cccc([N+](=O)[O-])c1,23%,0%,i,4%,?,
O=C(Nc1ccccc1C(F)(F)F)c1ccc(CN2CCC(Cc3ccccc3)CC2)cc1,33%,15%,0.2%,4%,38%,
CC1CCN(c2nc3c(N)ncnc3n2[C@@H]2O[C@H](CO)[C@@H](O)[C@H]2O)CC1,-8%,-14%,1.2%,6%,3%,
CC1CCc2[nH]c3ccc(C(=O)N(C)CC(=O)Nc4ccccc4Cl)cc3c2C1 (stereo not given),.,1%,3.8%,.,.,
CCN(c1ccccc1)S(=O)(=O)c1cccc(C(=O)NCCOc2ccccc2OC)c1,.,-11%,9.8%,.,.,
CC(C)(C)OC(=O)N1CCC(C(=O)NCC2CCCO2)CC1 (stereo not given),7%,2%,0.6%,-3%,-10%,
CC(C)c1ccc(NC(=O)N2CCOCC2)cc1,3%,-8%,0.4%,-10%,1%,
CCc1cccc2c(=O)c(C(=O)N3CCOCC3)c[nH]c12,6.6µM*,0%,5.3%,5%,70%,
CCCn1c(=S)[nH]c2cc(OC)c(OC)cc2c1=O,-2%,-4%,7.0%,-7%,-7%,
O=C(CSc1ccccc1)NCC1(N2CCCCC2)CCCCC1,-7%,1%,i,6%,21%,
CC(=O)NC1CCCc2c1cnn2-c1ccc(C(C)(C)C)cc1 (stereo not given),7%,-10%,1.1%,2%,5%,
O=C(NC1CCCCCC1)c1ccc(Br)o1,-2%,-8%,0.9%,-1%,?,
Cc1ccc(-c2nnn(CC(=O)N(CC3CCCO3)C(C(=O)NC3CCCC3)c3ccc(F)cc3)n2)o1 (stereo not given),-1%,5%,0.8%,8%,0%,
Cc1ccccc1-n1c(Cc2cccs2)n[nH]c1=S,-9%,-2%,i,-4%,-3%,
Cc1c(Cl)cccc1NC(=S)NCc1ccccc1Cl,5%,1%,0.2%,-5%,75%,
CC(Cc1ccccc1)N/C=C1/CC(=O)NC1=O (stereo not given),9%,4%,0.1%,6%,1%,
COC(=O)c1ccc(-c2ccc(/C=N/NC(=O)CC3(C)OCCCO3)o2)cc1,3%,-5%,10%,4%,78%,
CS(=O)(=O)N(CC(=O)N1CCC(C(N)=O)CC1)c1ccc(Oc2ccccc2)cc1,-4%,-10%,0.3%,-2%,-7%,
Cc1cc(C)n2nc(C(=O)Nc3c(C)nn(Cc4ccc(F)cc4)c3C)cc2n1,5%,-18%,5.7%,5%,7%,
CCc1nc2nc(C)c(NS(=O)(=O)c3ccc4c(c3)CCCC4)c(=O)n2[nH]1,-4%,-9%,0.3%,-5%,-24%,
CCCCNc1cccc2c1S(=O)(=O)N(CCCC)CC(COCc1ccccc1)O2 (stereo not given),.,2%,i,.,.,
O=C(C1CCC1)N1CCN(c2ccc(Cl)cc2)CC1,2%,-5%,0.1%,-5%,11%,
CSCCC(NC(=O)c1ccc(C(C)(C)C)cc1)C(=O)O (stereo not given),-3%,-16%,1.3%,-20%,-12%,
CCOc1cccc(C(=O)Nc2ccc(N3CCN(S(C)(=O)=O)CC3)cc2)c1,-3%,-3%,5.2%,-1%,3%,
Cn1ncc(=S)[nH]c1=S,.,-8%,0.3%,.,.,
CCC(C)c1ccccc1NC(=O)COC(=O)CCc1cc(OC)c(OC)c(OC)c1 (stereo not given),11%,-12%,1.2%,7%,4%,
O=C(Nc1ccc(Oc2ccccc2)nc1)C1CCN(Cc2ccco2)CC1,2%,-19%,0.2%,-6%,9%,
O=C1CCCN1CCCNc1ccc2nnc(CCC(=O)N3CCN(c4ccc(F)cc4)CC3)n2n1,-4%,6%,1.1%,8%,8%,
CCOc1ccccc1C(=O)NCC(=O)Nc1ccc(-c2ccccc2)cc1,52%,7%,0.2%,5%,7%,
Cc1c(NC(=O)c2ccc(S(=O)(=O)N(C)C)cc2)cccc1-n1cnnn1,1%,-9%,0.4%,.,23%,
CCC(C)[C@@H](NC(=O)OC(C)(C)C)c1nnc(S(=O)(=O)Cc2cccc(C)c2)o1 (stereo not given in full),.,-20%,3.7%,.,.,
C#CCOc1ccc2c3c(c(=O)oc2c1)CCCC3,8%,2%,0.6%,3%,50%,

# 6 neighbouring records already listed, for reference:
SMILES,H37Rv inhibition,influenza NS1A,inhibitors of VEEV,PhoP GFP inhibition,tuberculosis growth,others
O=C(Nc1ccc(Oc2ccccc2)nc1)C1CCN(Cc2ccco2)CC1,2%,-19%,0.2%,-6%,9%,
O=C1CCCN1CCCNc1ccc2nnc(CCC(=O)N3CCN(c4ccc(F)cc4)CC3)n2n1,-4%,6%,1.1%,8%,8%,
CCOc1ccccc1C(=O)NCC(=O)Nc1ccc(-c2ccccc2)cc1,52%,7%,0.2%,5%,7%,
Cc1c(NC(=O)c2ccc(S(=O)(=O)N(C)C)cc2)cccc1-n1cnnn1,1%,-9%,0.4%,.,23%,
CCC(C)[C@@H](NC(=O)OC(C)(C)C)c1nnc(S(=O)(=O)Cc2cccc(C)c2)o1 (stereo not given in full),.,-20%,3.7%,.,.,
C#CCOc1ccc2c3c(c(=O)oc2c1)CCCC3,8%,2%,0.6%,3%,50%,

# New compounds follow:
SMILES,H37Rv inhibition,influenza NS1A,inhibitors of VEEV,PhoP GFP inhibition,tuberculosis growth,others
Cc1cccc(CCNS(=O)(=O)c2cnc[nH]2)c1,0%,2%,0.6%,-7%,27%,
CC(C)c1onc(C(=O)N2CCN(c3ccc(F)cc3)CC2)c1[N+](=O)[O-],4%,1%,0.8%,1%,3%,
CC1(C(=O)OCC(=O)NC(=O)c2ccccc2)CC1(Cl)Cl (stereo not given),11%,0%,1.3%,-3%,13%,
COc1cccc(C2c3[nH]c4ccccc4c3CCN2Cc2cnc(C)s2)c1OC (stereo not given),-9%,6%,9.0%,10%,41%,
CCOC(=O)c1cccc(NC(=O)COC)c1,0%,-5%,0.3%,-1%,6%,
Cn1c(O)c(C(c2ccccn2)c2c(O)n(C)c(=S)n(C)c2=O)c(=O)n(C)c1=S,5%,-7%,0.8%,-21%,8%,
CCC1=NN(C(=O)c2ccc(Br)cc2)C(O)(c2ccccc2)C1 (stereo not given),?,5%,0.6%,-4%,?,
CCN(CC)C(=O)Cn1cc(C(=O)C(=O)NCCc2ccc(S(N)(=O)=O)cc2)c2ccccc21,1%,6%,0.3%,-13%,6%,
CC1=C(C(=O)OCCNC(=O)c2cccnc2)C(c2cccc([N+](=O)[O-])c2)C(C(=O)OCCN(C)C)=C(C)N1 (stereo not given),-3%,-6%,0.6%,-7%,-15%,
COc1ccc(C2(CNC(=O)c3cccc([N+](=O)[O-])c3)CCCCC2)cc1OC,0%,3%,8.5%,-7%,8%,inhibitors of VEEV 10K pilot screen=9.4
CC(C)Oc1cccc(C(=O)NC(=S)Nc2ccccc2)c1,17%,0%,2.0%,-5%,77%,
COC(=O)CSc1nc(C2CC2)nc2ccccc12,-5%,8%,0.5%,-4%,26%,
COc1cccc(CNC(=O)CCCC(=O)Nc2cccc([N+](=O)[O-])c2)c1,1%,3%,i,-1%,15%,
O=S(=O)(c1ccc2c(c1)OCCO2)N1CCC(c2nc3ccccc3[nH]2)CC1,-3%,-1%,1.3%,-10%,-1%,
NC(=O)Cc1ccc(C(=O)CSc2nnc(-c3ccncc3)n2C2CC2)s1,1%,-4%,0.8%,.,-2%,
CCOc1nc(-c2ccccc2)ccc1-c1noc(-c2cccs2)n1,1%,-2%,i,-4%,4%,
O=C(CSC1CC(=O)N(c2ccc(C(=O)O)cc2)C1=O)Nc1ccc2ccccc2c1 (stereo not given),-2%,-8%,1.0%,0%,23%,
Cc1cc(NC(=O)C(=O)c2cn(C)c3ccccc23)no1,-7%,-6%,1.4%,3%,-3%,
Cc1nc2cc(NC(=O)c3ccco3)ccc2n1C,-9%,-7%,0.9%,-5%,-4%,
O=C(Nc1cccc2ncccc12)C12CC3CC(CC(C3)C1)C2,8%,5%,1.1%,-5%,22%,
CS(=O)(=O)N1CCN(c2ccc(NC(=O)c3ccccc3)cc2)CC1,-1%,.,2.4%,2%,-1%,
CC(NC(=O)C(c1ccccc1)c1ccccc1)c1ccc(S(N)(=O)=O)cc1 (stereo not given),1%,4%,i,1%,6%,
Cc1ccc(CNC(=O)Cn2c([N+](=O)[O-])cnc2C)cc1,7%,8%,0.8%,7%,-7%,
O=C(OCc1ccccc1)c1ccccc1O,0%,.,.,.,21%,
Fc1ccc(Br)cc1/C=N/N1CCN(c2ccccc2)CC1,1%,5%,1.7%,-3%,9%,

# Screens deposited in PubChem by Southern Research Specialized Biocontainment Screening Center.
